Screening data: PubChem BioAssay, The Scripps Research Institute Molecular Screening Center
TEAD-YAP inh – TEAD-YAP interaction inhibition, primary screen, TEAD-YAP interaction inhibitor project, luminescence, HEK-TIYL cells; TEAD-Gal4/YAP UAS-luciferase luminescence; inhibition, % at 9.12 µM; 640,000 compounds, 1.4% hits; AID 1259422, 2018; in the data active means inhibition above about 32%;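 further: 0% = median of test compound wells and 100% = reference inhibitor wells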
MITF inh – MITF inhibitors, primary screen, biochemical, AlphaScreen, human | AID 1259374, 2018 | Microphthalmia-associated transcription factor (Homo sapiens), O75030 | 650,000 compounds, 0.91% hits | AlphaScreen MITF homodimerization, bead proximity signal | inhibition, % at 2.6 µM; in the data active means inhibition above about 50%;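 further: 0% = vehicle wells with protein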
Target sequence (O75030 whole entry, looked up): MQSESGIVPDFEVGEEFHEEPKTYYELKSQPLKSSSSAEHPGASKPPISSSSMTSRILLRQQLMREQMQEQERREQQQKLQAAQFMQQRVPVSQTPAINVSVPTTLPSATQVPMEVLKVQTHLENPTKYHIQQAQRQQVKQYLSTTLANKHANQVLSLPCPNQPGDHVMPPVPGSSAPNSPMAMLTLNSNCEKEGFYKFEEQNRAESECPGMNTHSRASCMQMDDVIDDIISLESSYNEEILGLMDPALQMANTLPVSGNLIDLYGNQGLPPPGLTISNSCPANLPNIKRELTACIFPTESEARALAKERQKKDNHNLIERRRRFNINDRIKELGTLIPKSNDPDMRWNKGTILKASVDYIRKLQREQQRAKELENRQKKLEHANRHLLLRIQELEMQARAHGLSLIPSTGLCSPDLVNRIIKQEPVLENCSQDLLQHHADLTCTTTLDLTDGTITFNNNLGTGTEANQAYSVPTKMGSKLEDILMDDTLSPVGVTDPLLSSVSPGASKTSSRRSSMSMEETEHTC
GPR151 ag – activators of human GPR151, primary screen, cell-based, PathHunter beta-arrestin, luminescence; G-protein coupled receptor 151 (Homo sapiens), Q8TDV0; PathHunter beta-arrestin GPR151 cells; activation, % at 11.2 µM; 650,000 compounds, 1% hits; in the data active means activation above about 4.9%;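 further: 0% = median of compound wells and 100% = cells with positive control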
Target sequence (Q8TDV0 whole entry, looked up): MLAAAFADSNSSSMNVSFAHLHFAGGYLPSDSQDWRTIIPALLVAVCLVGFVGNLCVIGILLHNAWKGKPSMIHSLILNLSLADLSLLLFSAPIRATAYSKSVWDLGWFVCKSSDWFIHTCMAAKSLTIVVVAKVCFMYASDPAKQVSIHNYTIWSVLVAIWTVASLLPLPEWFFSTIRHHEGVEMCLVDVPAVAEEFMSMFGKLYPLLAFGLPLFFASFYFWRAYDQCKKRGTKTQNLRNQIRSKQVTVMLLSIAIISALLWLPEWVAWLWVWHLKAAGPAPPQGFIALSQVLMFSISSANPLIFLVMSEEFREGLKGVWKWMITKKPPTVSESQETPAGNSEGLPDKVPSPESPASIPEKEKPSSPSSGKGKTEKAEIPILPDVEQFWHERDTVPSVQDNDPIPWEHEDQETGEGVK
FBW7 act – FBW7 E3 ligase activators, primary screen, biochemical, AlphaScreen, human; F-box/WD repeat-containing protein 7 (Homo sapiens), Q969H0; AlphaScreen FBW7–phospho-cyclin E peptide binding, activator screen; normalized activity (activation), % at 26.1 µM; 650,000 compounds, 0.13% hits; in the data active means normalized activity above about 1.9%;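 further: purified mutant Fbw7 with reduced substrate affinity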
* hit, by the source's call.

Start of the data: the first eleven entries, to show the layout:
SMILES | TEAD-YAP inh | MITF inh | GPR151 ag | FBW7 act
CCCCCOC(=O)C1=C(C)NC2=C(C(=O)CC(C)(C)C2)C1c1ccc(O)c(OC)c1 (stereo not given) | 1 | -1 | -0.7 | 0.0
O=C1NCC(O)=C1C=Nc1ccc(O)cc1 | 5 | 15 | 0.2 | 0.2
CCCCNc1nc2ccccc2n1CC(=O)N1CCCC1 | -1 | 10 | -1.9 | 0.0
O=c1[nH]c(=O)n(-c2ccccc2)c(O)c1/C=C1\C=Nc2ccc(Br)cc21 | 6 | 9 | 1.3 | -0.1
CCOC(=O)C1CCCN(C(=O)CCCCCn2c(=S)[nH]c3ccccc3c2=O)C1 (stereo not given) | -3 | -11 | 1.8 | -0.1
COC(=O)c1c(NC(=O)c2ccc(OC)cc2)sc2c1CCC2 | 9 | -3 | -0.6 | 0.1
Cc1c(C(=O)N2CCN(c3ccccc3)CC2)sc2ncnc(N3CCc4ccccc4C3)c12 | -4 | -11 | 0.0 | 0.5
CC(C)(C)OC(=O)N/N=C\C=C\c1ccc2c(c1)OCO2 | -58 | 15 | 1.8 | -0.1
CCOC(=O)C1C(=O)NC(SCc2ccc(Cl)cc2)=C(C#N)C1c1ccccc1F (stereo not given) | 1 | 7 | -0.6 | 0.3
O=C(COC(=O)c1ccc(O)c(Br)c1)Nc1ccccc1C(F)(F)F | -4 | -1 | 0.9 | -0.1
CCOC(=O)c1cc2c(=O)n3ccccc3nc2n(C2CCCCC2)c1=NC(=O)c1cccc(C(F)(F)F)c1 | -2 | -3 | 2.2 | -0.1

All compounds of this part, previewed entries included:
SMILES | TEAD-YAP inh | MITF inh | GPR151 ag | FBW7 act
CCCCCOC(=O)C1=C(C)NC2=C(C(=O)CC(C)(C)C2)C1c1ccc(O)c(OC)c1 (stereo not given) | 1 | -1 | -0.7 | 0.0
O=C1NCC(O)=C1C=Nc1ccc(O)cc1 | 5 | 15 | 0.2 | 0.2
CCCCNc1nc2ccccc2n1CC(=O)N1CCCC1 | -1 | 10 | -1.9 | 0.0
O=c1[nH]c(=O)n(-c2ccccc2)c(O)c1/C=C1\C=Nc2ccc(Br)cc21 | 6 | 9 | 1.3 | -0.1
CCOC(=O)C1CCCN(C(=O)CCCCCn2c(=S)[nH]c3ccccc3c2=O)C1 (stereo not given) | -3 | -11 | 1.8 | -0.1
COC(=O)c1c(NC(=O)c2ccc(OC)cc2)sc2c1CCC2 | 9 | -3 | -0.6 | 0.1
Cc1c(C(=O)N2CCN(c3ccccc3)CC2)sc2ncnc(N3CCc4ccccc4C3)c12 | -4 | -11 | 0.0 | 0.5
CC(C)(C)OC(=O)N/N=C\C=C\c1ccc2c(c1)OCO2 | -58 | 15 | 1.8 | -0.1
CCOC(=O)C1C(=O)NC(SCc2ccc(Cl)cc2)=C(C#N)C1c1ccccc1F (stereo not given) | 1 | 7 | -0.6 | 0.3
O=C(COC(=O)c1ccc(O)c(Br)c1)Nc1ccccc1C(F)(F)F | -4 | -1 | 0.9 | -0.1
CCOC(=O)c1cc2c(=O)n3ccccc3nc2n(C2CCCCC2)c1=NC(=O)c1cccc(C(F)(F)F)c1 | -2 | -3 | 2.2 | -0.1
CC(=O)Oc1cccc(N2C(=O)C3C4C=CC(C5CC45)C3C2=O)c1 (stereo not given) | 11 | 7 | -0.1 | -0.2
O=C(Nc1nc2c(s1)COc1ccccc1-2)c1nc2ccccc2s1 | -4 | 0 | -1.6 | 0.0
CCOCCCNc1nc2ccccc2nc1NS(=O)(=O)c1ccccc1 | -12 | 1 | -0.5 | -0.1
Cc1ccc(NC(=O)c2sc3nc4c(c(-c5ccco5)c3c2N)CCCCC4)cc1 | 4 | 16 | 1.0 | 0.2
Cc1ccc(S(=O)(=O)N2CCC[C@H]2C(=O)Oc2ccccc2)cc1 | 1 | 4 | -0.5 | 0.1
COc1ccc(-n2c(=S)[nH]c3cc(C(=O)N4CCCC4)ccc3c2=O)c(OC)c1 | 2 | 6 | 0.4 | -0.1
COc1cccc(NC(=O)CN2C(=O)C3(OCCCO3)c3ccccc32)c1 | 11 | 7 | 0.2 | -0.1
Nc1ccc(C(=O)NCC2COc3ccccc3O2)cc1[N+](=O)[O-] (stereo not given) | -18 | -3 | 3.1 | 0.1
CC1(C)CC(=O)C(C=NCCN2CCN(C3CC(=O)N(c4ccc(F)cc4)C3=O)CC2)=C(O)C1 (stereo not given) | 1 | -7 | -0.7 | 0.1
O=C(O)/C=C/C(=O)NNC(=O)c1ccccc1Br | -18 | 4 | -0.6 | 0.0
O=C(NC(=S)N1CCCCC1)c1ccc([N+](=O)[O-])cc1 | 6 | 15 | -1.1 | 0.0
COc1ccc(S(=O)(=O)NCCN2CCOCC2)cc1Br | -4 | 11 | -0.9 | -0.1
CC(=O)Nc1ccc(/C=c2\s/c(=C(/C#N)C(N)=O)n(-c3cc(C)ccc3C)c2=O)cc1 | 3 | 6 | -1.6 | 0.1
O=c1c(-c2ccccc2Cl)coc2cc(OCc3ccc(Cl)cc3)ccc12 | -9 | -3 | -0.1 | 0.1
Cc1cccn2c(CNCCOC(C)C)c(C(=O)N(C)CCc3ccccc3)nc12 | -10 | 44 | 2.2 | 0.3
C=CCC/C(C)=N\Nc1ccccc1[N+](=O)[O-] | -41 | 20 | 0.1 | 0.1
N#CC1(N2CCN(C3(C#N)CCCCC3)CC2)CCCCC1 | -5 | -3 | -0.3 | -0.1
CC(=O)Nc1ccccc1NC(=O)C(C)Oc1cccc(C)c1 (stereo not given) | -1 | 5 | 27* | -0.1
Cc1c(C(=O)N[C@H](Cn2nc(C3CC3)ccc2=O)C(C)C)oc2ccccc12 | 5 | -13 | 0.8 | 0.0
COc1ccc(S(=O)(=O)N2CCN(S(=O)(=O)c3ccc(NC(C)=O)cc3)CC2)cc1 | -16 | 5 | 0.8 | 0.1
O=C1COc2cc(-c3c(NCc4cccs4)c(=O)c3=O)ccc2N1 | 6 | 9 | 3.4 | 0.2
CCN(CC)C1CCN(Cc2c(C(=O)N3CCCCCCC3)nc3ccc(Cl)cn23)C1 (stereo not given) | 0 | -9 | 0.9 | 0.1
CCOc1ccc2ccccc2c1C(=O)NCc1ccccn1 | -8 | 15 | 21* | -0.4
O=C(O)c1cc(S(=O)(=O)N2CCCc3ccccc32)ccc1Cl | 0 | 12 | -0.2 | 0.1
COCCNC(=O)c1ccc2c(c1)nc(C)n2-c1cc(OC)c(OC)c(OC)c1 | -10 | 0 | 0.9 | 0.0
O=[N+]([O-])c1ccc(C2Nc3ccc(Br)cc3C3C=CCC32)cc1 (stereo not given) | 9 | 14 | -1.4 | 0.1
CCCCOc1ccc(C2=N/C(=C\c3ccc(Br)cc3)C(=O)N2c2ccc(I)cc2C)cc1 | 1 | -6 | 1.6 | 0.0
O=C(NCC1CCCO1)c1cc2c(Cl)nc3ccccc3c2s1 (stereo not given) | 8 | 5 | 0.3 | 0.7
O=C(CCNc1c(N2CCCC2)c(=O)c1=O)NCc1ccc(Cl)cc1 | 0 | 2 | -0.8 | 0.0
O=C(CSCC(=O)Nc1nc(-c2ccccc2)cs1)Nc1ccccc1 | 7 | 7 | -0.7 | 0.0
CC(Cc1ccco1)NC(=O)C1(c2ccc(F)cc2)CC1 (stereo not given) | -8 | 6 | -0.7 | 0.4
COc1ccc(/C=C2\C(=O)N(c3ccc(F)cc3)N=C2C)c(OC)c1 | 2 | -3 | 1.0 | 0.0
O=C(NCc1ccncc1)Nc1ccccc1 | -5 | -8 | 0.6 | 0.1
Cc1ccc(S(=O)(=O)N(Cc2ccccc2)c2ccccc2C(=O)NCC(C)C)cc1 | 5 | 2 | 0.0 | 0.1
CCOC(=O)C1CCN(C(=O)CC(NS(=O)(=O)c2ccc(C)cc2)c2ccc(OC)cc2)CC1 (stereo not given) | 6 | 1 | 1.7 | -0.2
COc1cccc(CN2CCNC(=O)C2CC(=O)N(C)Cc2ccc(C)o2)c1 (stereo not given) | -3 | -1 | 0.8 | 0.0
CCn1c(=O)c2c(nc(SCC(=O)Nc3cccc(F)c3)n2C)n(C)c1=O | 1 | 4 | -0.7 | -0.1
CCn1c(=O)c2c(nc3n(-c4ccc(F)cc4)c(-c4ccccc4)cn23)n(C)c1=O | 5 | 12 | 1.5 | 0.1
COC(=O)C(C)N1C(=O)S/C(=C/c2cccn2-c2ccc([N+](=O)[O-])cc2)C1=O (stereo not given) | 1 | 8 | 0.3 | -0.2
C=CCN1CCN(C(CCCC)c2nnnn2Cc2ccc3c(c2)OCO3)CC1 (stereo not given) | -4 | -8 | 0.4 | 0.4
O=C1/C(=C/c2ccccc2[N+](=O)[O-])COc2ccccc21 | 2 | 2 | -0.4 | -0.1
CN1CCN(c2ccc(-c3cccc(C(=O)NCCO)c3)cc2)CC1 | -60 | 27 | -0.2 | 0.1
Cc1ccc(-c2nc(C(N)=O)c3[nH]c(=O)n(C4CCCCC4)c3n2)cc1 | -5 | -4 | 1.6 | 0.0
CN(c1ccc(C(=O)NCc2cccs2)cc1)S(=O)(=O)c1ccccc1 | -1 | 9 | -1.5 | -0.2
COc1cc(NC(=O)C(F)(F)F)cc(OC)c1 | 6 | 11 | -0.6 | 0.0
O=C(NC(=S)Nc1cccc(-c2nc3ccccc3s2)c1)c1ccc(S(=O)(=O)N2CCCC2)cc1 | -17 | 11 | -0.3 | -0.1
CC(=O)Nc1ccc(NC(=O)c2ccc(C)cc2)cc1 | -28 | 3 | -0.2 | 0.2
COc1ccc(Br)cc1C1NCCS1 (stereo not given) | 5 | -15 | -0.9 | -0.2
O=C1NC(=S)N/C1=C/c1ccc(OC(=O)c2ccccc2Cl)cc1 | -2 | -2 | -0.9 | -0.1
The results go on.
SMILES | TEAD-YAP inh | MITF inh | GPR151 ag | FBW7 act
CSc1nc2sc3c(c2c2nncn12)CC(C)(C)OC3 | -6 | 21 | -0.4 | 0.5
CCOC(=O)N1CCc2c(sc(NCc3cccc(OC)c3)c2C(=O)Nc2ccc(OC)cc2OC)C1 | 6 | -6 | -0.8 | 0.3
O=C(NC1CCCc2ccccc21)C1CCN(c2c(N3CCCC3)c(=O)c2=O)CC1 (stereo not given) | 1 | -16 | -2.1 | 0.0
CC(C)c1csc(CN2CCN(CC3CCCCC3)C(CCO)C2)n1 (stereo not given) | -4 | 6 | -0.5 | -0.3
COc1ccccc1CN1CCN(Cc2ccc(OC)c(C)c2C)C(CCO)C1 (stereo not given) | 14 | 16 | -0.1 | 0.1
Cc1ccc(C(=O)NCc2ccccc2)o1 | 3 | 10 | 0.4 | 0.1
C=CCn1c(=O)/c(=C\c2ccsc2)s/c1=C(/C#N)C(=O)NCCN1CCOCC1 | 3 | -10 | -0.5 | -0.1
O=S1(=O)CCC(S(=O)(=O)N(Cc2ccccc2)Cc2ccccc2)C1 (stereo not given) | 7 | 1 | 0.2 | 0.2
CCCCNC(=O)C1CCCN(S(=O)(=O)c2cnc[nH]2)C1 (stereo not given) | 4 | 13 | -0.3 | 0.2
C/C(=N\NC(=O)COc1ccc(Cl)cc1Br)c1ccccc1 | 0 | 15 | -0.2 | 0.1
Cc1ccc2nc(/C(C#N)=C\c3cc(O)ccc3[N+](=O)[O-])[nH]c2c1 | 6 | -7 | 1.0 | -0.2
Cc1cn2c(=O)c(C(=O)N3CCSC3(C)C)cnc2s1 | -10 | 3 | 0.2 | 0.0
O=C1CCC(CCNCc2ccccc2F)N1Cc1nc(-c2ccccc2)cs1 (stereo not given) | -1 | 6 | -0.2 | 0.1
CC(C)c1cc(NC(=O)CCl)cc(C(C)C)c1O | 2 | -6 | 2.1 | -0.2
Cc1cc(C)n(-c2cccc(C(=O)O)c2)n1 | 9 | -2 | -1.2 | 0.0
CCOc1cccc(CN2CCN(Cc3ccccc3)C(CCO)C2)c1 (stereo not given) | -1 | 11 | 0.4 | 0.1
COc1ccc(C(C)=O)cc1COC(=O)/C=C/c1nc2ccccc2s1 | -2 | -6 | -0.1 | 0.0
COC(=O)C1=C(C)NC(=O)NC1c1ccc(OC)cc1OC (stereo not given) | 7 | -2 | 2.4 | 0.0
CCN(CC)c1ccc2cc(C(=O)NC(C)=O)c(=Nc3ccc(F)c(Cl)c3)oc2c1 | 4 | 1 | 1.4 | 0.1
Cn1c(=O)n(CC(=O)NC(C)(C)C)c2cccnc21 | -1 | 3 | 3.8 | 0.0
CCOC(=O)C1=C(C)N=c2s/c(=C\c3ccccc3OC)c(=O)n2C1c1ccc(Cl)cc1 (stereo not given) | 7 | 2 | 0.2 | 0.0
O=C(Nc1ccc(-c2nnc(-c3ccccc3)o2)cc1)C1CCCO1 (stereo not given) | -50 | 11 | -1.0 | -0.1
COC(=O)c1ccc2c(=O)n(CCC3=CCCCC3)c(SCc3ccccc3Cl)nc2c1 | -7 | 8 | -0.8 | -0.1
Cc1ccc(-c2csc(N3C(=O)C4CCC(C)(C3=O)C4(C)C)n2)cc1 (stereo not given) | -11 | -2 | -0.3 | -0.2
CC(=O)N1c2ccccc2NC2=C(C(=O)CC(c3ccccc3F)C2)C1c1ccc(C)cc1 (stereo not given) | 6 | -5 | 0.6 | -0.1
COC(=O)c1c(NC(=O)COc2ccccc2Br)sc2c1CCC2 | 1 | -9 | -1.1 | -0.2
CCCCC(=O)NC(c1ccc2c(c1)OCO2)c1cc(Cl)c2cccnc2c1O (stereo not given) | 3 | 12 | -1.9 | -0.2
CC1CN(CCC(=O)NCC(c2ccc(F)cc2)N2CCCC2)Cc2ccccc2O1 (stereo not given) | -2 | 0 | 0.4 | 0.0
